# Assay outcomes from PubChem BioAssay.
# mHTT CaM bind: mutant huntingtin-calmodulin interaction inhibitors – biochemical, AlphaScreen, primary screen; P42858; AlphaScreen His-mHTT/GST-CaM binding, luminescence; inhibition, % at 15 µM; 3.6% of 190,000 active; AID 1671202, 2021;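 also: 0% = both proteins with DMSO and 100% = one protein alone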
# Pf apPOL inh: Pf-apPOL inhibitors, biochemical, fluorescence | Plasmodium falciparum apicoplast DNA polymerase (apPOL) | Recombinant Pf-apPOL, molecular beacon fluorescence, 1.5 h | inhibition, % at 10 µM | 0.25% of 210,000 active | AID 1794808, 2022
# An asterisk follows results filed as active; / = no result given; & = joins results of further samples. Rule as the data show it: active = inhibition above about 50%; inactive = the rest. Some of the compounds tested; rates above refer to the full screens.
SMILES,mHTT CaM bind,Pf apPOL inh
CC1CN(S(=O)(=O)c2ccc3ccccc3c2)CCN1S(=O)(=O)c1ccc2ccccc2c1 (stereo not given),-6,/
O=c1c(Cl)c[nH]n(-c2ccccc2)c1=O,-2,-6
COc1ccc(C(=O)N/C(=C/c2ccc3c(c2)OCO3)C(=O)N2CCCCC2)cc1,2,4
O=C(NCC(=O)N1CCCc2ccccc21)c1ccccc1F,-8,4
C=C(C)c1cccc(C(C)(C)NC(=O)NCCc2ccc(F)cc2)c1,-1,-6
CC(C)NC(=O)c1cccc2c1CCN2C(=O)C1CC1,-5,-1
Clc1ccc(CNn2cnnc2)cc1Cl,1,/
COc1ccc(NC(=O)N2CCC3(CC2)Nc2cccnc2NC3=NC2CCCC2)c(C)c1,15,1
N#Cc1ccc(NC(=O)c2cc3ccccc3oc2=O)cc1,4,-1
CC[C@@H]1CC=C[C@H]2[C@H]1C(=O)N(Cc1ccccc1)[C@H]2c1ccoc1,85*,-1
COc1ccc(NC(=O)Nc2nnc(CC3=CCCCC3)s2)cc1,-6,-8
Cc1ccc(N2COc3cc4c(cc3C2)OCO4)cc1Cl,18,-1
CCC(C(=O)Nc1cc(C)on1)c1ccccc1 (stereo not given),-10,0
C=CCN(c1ccccc1)S(=O)(=O)c1ccc(F)c(C(=O)NC2CCCC(C)C2C)c1 (stereo not given),-11,-1
CN(C)CCNC(=O)c1cccc(C2CCCN(C(=O)Nc3ccccc3)C2)c1 (stereo not given),-3,0
CC1CCN(S(=O)(=O)c2ccccc2[N+](=O)[O-])CC1,4,2
O=c1[nH]c2c(Cl)c(Cl)c(Cl)cc2o1,6,-10
CCc1c(C)sc(NC(=O)C2CCCCC2C(=O)O)c1C#N (stereo not given),5,-6
O=C1c2ccccc2NC2(C(=O)Nc3ccc(Br)cc32)N1c1ccccc1 (stereo not given),13,-2
COc1ccc2cc3cc(C(=O)NCCCN4CCC(C)CC4)oc3nc2c1,-5,-5
Cc1ccc(C)c(OCC(=O)NC2CC(C)(C)NC(C)(C)C2)c1,-1,-1
COc1ccc(CN(C2CCCC2)S(=O)(=O)c2cc(Br)ccc2Br)c(OC)c1,-14,0
CC(C)SCC(=O)NCC(N)=O,/,-8
COc1ccc(C2OCC(CN3CCCCC3)O2)cc1 (stereo not given),4,-2
Nc1sc(SCC(=O)Nc2nccs2)nc1-c1ccccc1,32,-5
Cc1ccccc1CNC(=O)C1(C)CCCN(C(=O)NCc2ccc(F)cc2)C1 (stereo not given),-11,7
COc1ccc(CN2CCC(=O)N(CCO)CC2)cc1OC,-9,-8
CC(=O)Nc1ccc(-c2noc(C3CCN(C(=O)c4ccc(N(C)C)cc4)CC3)n2)cc1,17,-3
O=C(NCc1ccco1)c1cc(C2CC2)n(C2CCS(=O)(=O)C2)n1 (stereo not given),-8,-9
O=[N+]([O-])c1c(Cl)cc(Cl)c2nsnc12,88*,-5
Cc1nc2c(c(=O)n1CC(=O)NCc1ccc(Cl)cc1)CCN(Cc1ccccc1)C2,-3&-7,-4&-15
CCC(=O)N1CCc2cc(S(=O)(=O)CCC(=O)Nc3ccc(C)c(Cl)c3)ccc21,5,12
CS(=O)(=O)Nc1ccc(S(=O)(=O)Nc2cc(Cl)cc(Cl)c2)cc1,2,-1
COc1ccc(C2C=C(c3ccc(Cl)cc3)Nc3ncnn32)c(OC)c1OC (stereo not given),89*,-3
COc1ccc(OC)c(CNC(=O)C2CCN(c3nc4cccnc4s3)CC2)c1,-7,-7
O=C(CSc1cn(Cc2ccccc2Cl)c2ccccc12)N1CCOCC1,36,-6
Cc1cc(OCC(=O)N2CCCC2)ccc1Br,9,0
Cc1cccc(C(=O)NCc2cccnc2)c1,-8,-6
O=C(CCC1CCCN(c2cc(NC3CC3)ncn2)C1)N1CCSCC1 (stereo not given),8,-1
O=S1(=O)c2ccccc2S(=O)(=O)N1c1cc(F)ccc1F,6,-3
O=C(Nc1ccc2c(c1)N(C(=O)c1cccs1)CCC2)c1ccccc1Br,4,-2
O=C(CCS(=O)(=O)c1ccccc1)N1CCC(Cn2ccnc2)CC1,-12,-2
O=C(Nc1ccc2oc(-c3ccc(Cl)cc3)nc2c1)c1ccc(F)cc1,2,-4
CCCCN(C)S(=O)(=O)c1ccc(C(=O)Nc2nnc(C)o2)cc1,32,-42
O=C(NNC(=O)C(F)(F)Sc1ccccc1)c1ccsc1,/,54*
COc1ccc(O)c(CN(C)CCN(C)C)c1,-2,2
C=CCN1CN=C(NS(=O)(=O)c2ccc(NC(C)=O)cc2)NC1,2,24
Cc1cc(C2CCCN2C(=O)c2cccc(C(F)(F)F)c2)no1 (stereo not given),-4,-1
CC1(C)Cc2c(c(-c3ccoc3)nc3oc(C(=O)c4ccccc4)c(N)c23)CO1,34,5
O=C(NCc1ccc(F)cc1)C1CCN(c2cccc(F)c2)C1=O (stereo not given),-2,-2
COc1cccc(OC)c1C(=O)Nc1ccccc1I,0,1
C1CN(c2nc(-c3nn[nH]n3)nc(N3CCOCC3)n2)CCO1,0&4,-1
O=S(=O)(NCCc1cccc(Cl)c1)c1ccccc1,-11,-3
O=C(CCCCCN1C(=O)c2ccccc2C1=O)Nc1ccccc1Cl,7,1
Cc1cc(C)c2oc(=O)n(C3CCN(C(=O)C(C)Cl)CC3)c2c1 (stereo not given),22,-6
COCC(=O)N1CCCC(COc2ccc(C(=O)N3CCOCC3)cc2)C1 (stereo not given),-12,-1
COC(=O)c1c(NC(=O)c2ccnn2C)sc2c1CCC2,-5,-6
CCN(CCCNC(=O)c1cn(CCOC)c(=O)c2c1c1ccccc1n2C)c1cccc(C)c1,-1,-7
NNC(=O)Cc1ccsc1,/,1
Cc1ccc(/C=C/C2=NC(=C\c3cccs3)/C(=O)O2)cc1,8,-2
# (next part)
SMILES,mHTT CaM bind,Pf apPOL inh
CCCCOC(=O)c1ccc(NC(=O)C2CC(=O)N(c3ccccc3)C2)cc1 (stereo not given),7,0
Cc1nn(CCCC(=O)Nc2cc(C(F)(F)F)ccc2Cl)c(C)c1[N+](=O)[O-],-1,-6
C=CCn1c(-c2ccc(OC)cc2)csc1=Nc1c(C)n(C)n(-c2ccccc2)c1=O,25,-1
CCc1cccc(NC(=O)c2cn3c(n2)CCCC3)c1,23,0
CCc1nn(-c2ccc(OC)cc2)c(CC)c1C(=O)N1CCOCC1,1,0
CCCCNC(=O)c1cccnc1SCC(=O)Nc1cccc(C(F)(F)F)c1,4,-2
COc1ccc(NC(=O)C(=O)NCC(C)(O)c2ccccc2)cc1 (stereo not given),-6,-5
COCCNC(=O)c1ccc(-n2nc(C)c3c2CC(C)(C)CC3=O)cc1,-2,2
O=C(CCS(=O)(=O)Cc1ccccc1Cl)N1CCc2ccccc2C1,0,-16
CC(C)CCNC(=O)c1cn(C2CCCCC2)c(=O)c2c1c1ccccc1n2C,2,4
COc1cccc(N2CCN(C(=O)c3ccccc3C)C(C)C2=O)c1 (stereo not given),-1,-2
COc1cc(/C=C/C(=O)N2CCC=CC2=O)cc(OC)c1OC,/,2
CSc1ccc(Cl)c(C(=O)Nc2c(C)n(C)n(-c3ccccc3)c2=O)c1,-2,63*
CCCCN1CC[C@H]2C=CC[C@@H](C(=O)NCCc3ccccc3)[C@H]2C1=O,4,-8
Cc1c(NC(=O)C(C)Oc2ccccc2)cccc1NC(=O)C(C)Oc1ccccc1 (stereo not given),2,-2
CSc1oc(-c2ccco2)nc1S(=O)(=O)c1ccc(Cl)cc1,-1,-6
O=C(Nc1ccc(F)cc1)c1cc(S(=O)(=O)NCc2ccccc2)ccc1F,2,30
COc1ccc(C(O)=C2C(=O)C(=O)N(CC(=O)O)C2c2ccccc2)cc1 (stereo not given),-1,-3
CCOc1ccc(C2CC(c3cc(OC)c(OC)c(OC)c3)n3nnnc3N2)cc1 (stereo not given),1,-4
CC(C)(C)NC(=O)CCC1CCCCC1,-11,-3
CC/C(=C/c1ccccc1OC)c1cc(-c2ccccc2)cc2oc3ccccc3c12,2,-4
COc1cccc(NC(=O)NCCN2CCN=C2C)c1,/,-6
Cn1nc(C2CC2)cc1NC(=O)Nc1csc2ccccc12,/,-19
CC(C)(C)c1cc(C(=O)NNC(=O)c2ccc(Cl)cc2Cl)cc(C(=O)NNC(=O)c2ccc(Cl)cc2Cl)c1,/,-2
CC1CCCN(Cc2nc(-c3ccc(N4CCSCC4)nc3)no2)C1 (stereo not given),4,-1
CC(=O)Nc1cccc(NC(=O)CC(c2ccccc2)c2ccccc2)c1,13,6
O=C(c1cccnc1)N1CCN(c2ccc([N+](=O)[O-])cc2)CC1,-1,0
COc1ccccc1/C=C1N=C(/C=C/c2cccc([N+](=O)[O-])c2)OC\1=O,9,3
O=C(CCCC(=O)Nc1nccs1)Nc1nccs1,3,/
Cn1cc(S(=O)(=O)CC(=O)Nc2nc3ccccc3s2)c2ccccc21,37,1
CCN(CC)c1ccc(C2CC(c3ccc(Br)cc3)=NN2C(=O)CCC(=O)O)cc1 (stereo not given),43,-12
CC(=O)Nc1ccc(C(=O)N2CC3CN(S(=O)(=O)c4cccc(F)c4)CC(C2)O3)cc1,-4,-6
CCOC(=O)[C@@H]1CSCCS(=O)(=O)N1Cc1ccc(C(F)(F)F)cc1,-5,-6
Cc1ccc(O)c(C2=NNC(O)(C(F)(F)F)C2)c1 (stereo not given),-3,-2
CN(C)c1ccc(/C=C2\N=C(c3ccc(Cl)cc3Cl)OC2=O)cc1,-5,-2

# No new results follow: entries from further up.
SMILES,mHTT CaM bind,Pf apPOL inh
Clc1ccc(CNn2cnnc2)cc1Cl,1,/
COc1ccc(NC(=O)N2CCC3(CC2)Nc2cccnc2NC3=NC2CCCC2)c(C)c1,15,1
N#Cc1ccc(NC(=O)c2cc3ccccc3oc2=O)cc1,4,-1
CC[C@@H]1CC=C[C@H]2[C@H]1C(=O)N(Cc1ccccc1)[C@H]2c1ccoc1,85*,-1
COc1ccc(NC(=O)Nc2nnc(CC3=CCCCC3)s2)cc1,-6,-8
Cc1ccc(N2COc3cc4c(cc3C2)OCO4)cc1Cl,18,-1
CCC(C(=O)Nc1cc(C)on1)c1ccccc1 (stereo not given),-10,0
C=CCN(c1ccccc1)S(=O)(=O)c1ccc(F)c(C(=O)NC2CCCC(C)C2C)c1 (stereo not given),-11,-1
CN(C)CCNC(=O)c1cccc(C2CCCN(C(=O)Nc3ccccc3)C2)c1 (stereo not given),-3,0
CC1CCN(S(=O)(=O)c2ccccc2[N+](=O)[O-])CC1,4,2
O=c1[nH]c2c(Cl)c(Cl)c(Cl)cc2o1,6,-10
CCc1c(C)sc(NC(=O)C2CCCCC2C(=O)O)c1C#N (stereo not given),5,-6
O=C1c2ccccc2NC2(C(=O)Nc3ccc(Br)cc32)N1c1ccccc1 (stereo not given),13,-2
COc1ccc2cc3cc(C(=O)NCCCN4CCC(C)CC4)oc3nc2c1,-5,-5
Cc1ccc(C)c(OCC(=O)NC2CC(C)(C)NC(C)(C)C2)c1,-1,-1
COc1ccc(CN(C2CCCC2)S(=O)(=O)c2cc(Br)ccc2Br)c(OC)c1,-14,0
CC(C)SCC(=O)NCC(N)=O,/,-8
COc1ccc(C2OCC(CN3CCCCC3)O2)cc1 (stereo not given),4,-2
Nc1sc(SCC(=O)Nc2nccs2)nc1-c1ccccc1,32,-5
Cc1ccccc1CNC(=O)C1(C)CCCN(C(=O)NCc2ccc(F)cc2)C1 (stereo not given),-11,7
COc1ccc(CN2CCC(=O)N(CCO)CC2)cc1OC,-9,-8
CC(=O)Nc1ccc(-c2noc(C3CCN(C(=O)c4ccc(N(C)C)cc4)CC3)n2)cc1,17,-3
O=C(NCc1ccco1)c1cc(C2CC2)n(C2CCS(=O)(=O)C2)n1 (stereo not given),-8,-9
O=[N+]([O-])c1c(Cl)cc(Cl)c2nsnc12,88*,-5
Cc1nc2c(c(=O)n1CC(=O)NCc1ccc(Cl)cc1)CCN(Cc1ccccc1)C2,-3&-7,-4&-15
CCC(=O)N1CCc2cc(S(=O)(=O)CCC(=O)Nc3ccc(C)c(Cl)c3)ccc21,5,12
